SENP8 block-1 – human SENP8 protease inhibitors, primary screen, biochemical, fluorescence, Nedd8 protein substrate, uHTS; inhibition, % at 20 µM; AID 602440, 2012; recombinant SENP8; 0.64% of 360,000 active; Sentrin-specific protease 8 (Homo sapiens), Q96LD8; in the data active means inhibition mostly above about 40%, no sharp cut-off; inactive means mostly below about 27%
Target sequence (Q96LD8 whole entry, looked up): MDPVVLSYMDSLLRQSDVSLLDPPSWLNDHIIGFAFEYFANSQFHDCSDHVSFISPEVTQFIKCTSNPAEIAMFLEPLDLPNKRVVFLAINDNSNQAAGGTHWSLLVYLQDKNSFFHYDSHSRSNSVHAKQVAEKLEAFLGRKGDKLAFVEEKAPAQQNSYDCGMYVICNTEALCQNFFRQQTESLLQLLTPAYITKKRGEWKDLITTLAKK
SENP7 inh – SENP7 protease inhibitors, primary screen, biochemical, luminescence, uHTS. Sentrin-specific protease 7 (Homo sapiens), Q9BQF6. recombinant SENP7, Z-RLRGG-aminoluciferin luminescence, 40 min. inhibition, % at 5 µM. 1.5% of 330,000 active. AID 434973, 2010;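 active means inhibition above about 50% at the single test dose, limit read from the data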;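 further: plate controls were DMSO with enzyme for no effect and no enzyme buffer wells for full effect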
Apaf1 inhib – inhibitors of human Apaf-1 apoptosome, primary screen, biochemical, DEVD-Rh110 fluorescence, uHTS | Apoptotic protease-activating factor 1 (Homo sapiens), O14727 | reconstituted apoptosome caspase-3 activity | inhibition, % at 20 µM | 0.71% of 330,000 active | AID 489030, 2010; active means inhibition of at least 40% at 20 µM;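 further: plate controls were DMSO wells for no effect and DEVD-CHO caspase inhibitor wells for full effect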
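Material: reconstituted apoptosome with Apaf-1, cytochrome c, caspase-9, procaspase-3, dATP / Buffer or medium: pH 7.5 Hepes buffer with CHAPS, BSA, DTT / Also added: cytochrome c with DEVD-Rh110 / Schedule: compound with Apaf-1, dATP, procaspase-3 30 min, then 50 min reaction, room temperature / Technique: rhodamine 110 fluorescence at Ex 480/Em 540 nm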
HKDC1 inhibitor – HKDC1 hexokinase inhibitors, primary screen, biochemical, fluorescence, uHTS | AID 493160, 2011 | Q2TB90 | inhibition, % at 20 µM | 0.16% of 340,000 active | recombinant HKDC1, G6PDH/diaphorase resazurin coupled fluorescence;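 active means inhibition above about 35% when tested at 20 µM, limit read from the data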;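 further: plate controls were DMSO wells with enzyme for no effect and DMSO wells lacking enzyme for full effect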
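Test system: recombinant HKDC1 (HK5) hexokinase enzyme, produced in-house / Doses: 20 µM test compound, 1% DMSO / Timing: 90 min, room temperature / Detection: G6PDH/diaphorase-coupled fluorescence, 1 mM NADP, 100 µM resazurin, 525/613 nm / Control set: DMSO wells with and without enzyme mix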
PfGluPho inh – PfG6PD enzyme inhibitors, primary screen, biochemical, fluorescence intensity, uHTS; glucose-6-phosphate dehydrogenase-6-phosphogluconolactonase (Plasmodium falciparum 3D7); PfGluPho enzyme, NADPH resazurin-diaphorase fluorescence; inhibition, % at 20 µM; 0.78% of 350,000 active; AID 504690, 2011;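 active means inhibition reaching at least a set limit at 20 µM in the primary screen, cut at about 59% in these data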;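 further: 0% = DMSO wells with substrate and 100% = DMSO wells lacking glucose-6-phosphate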
SENP6 inh – SENP6 protease inhibitors, primary screen, biochemical, luminescence, uHTS | Sentrin-specific protease 6 (Homo sapiens), Q9GZR1 | Recombinant SENP6 catalytic domain, aminoluciferin luminescence | inhibition, % at 10 µM | 1.8% of 330,000 active;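 active means inhibition above about 50% at the single tested dose, limit read from the data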;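 further: plate controls were DMSO wells with enzyme for no effect and DMSO wells lacking enzyme for full effect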
Target sequence (Q9GZR1 628-1112 limits assumed): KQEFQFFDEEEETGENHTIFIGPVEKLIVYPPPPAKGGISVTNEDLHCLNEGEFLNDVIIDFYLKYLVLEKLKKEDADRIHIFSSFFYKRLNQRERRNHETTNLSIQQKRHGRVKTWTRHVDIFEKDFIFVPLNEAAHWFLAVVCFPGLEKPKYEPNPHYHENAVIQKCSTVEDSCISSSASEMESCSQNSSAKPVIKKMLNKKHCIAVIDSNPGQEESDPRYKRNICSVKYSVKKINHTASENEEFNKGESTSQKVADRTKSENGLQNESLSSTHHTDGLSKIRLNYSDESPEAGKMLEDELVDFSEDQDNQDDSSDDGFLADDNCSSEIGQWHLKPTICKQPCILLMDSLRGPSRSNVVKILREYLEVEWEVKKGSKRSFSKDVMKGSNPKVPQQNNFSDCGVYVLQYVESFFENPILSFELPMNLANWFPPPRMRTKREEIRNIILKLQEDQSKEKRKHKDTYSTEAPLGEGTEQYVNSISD
SENP8 block-2 – SENP8 protease inhibitors, primary screen, biochemical, luminescence; AID 2540, 2010; inhibition, % at 10 µM; 1.2% of 330,000 active; purified SENP8, Z-RLRGG-aminoluciferin cleavage; Sentrin-specific protease 8 (Homo sapiens), Q96LD8; in the data active means inhibition above about 50%
SENP1 FRET inh – human SENP1 catalytic domain inhibitors, primary screen, biochemical, FRET, uHTS | Sentrin-specific protease 1 (Homo sapiens), Q9P0U3 | recombinant SENP1 catalytic domain, CyPet-SUMO1-YPet FRET cleavage | inhibition, % at 10 µM | 0.21% of 360,000 active | AID 624204, 2012;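 active means inhibition at least 30% at 10 µM, raw YFP signal under a set limit, fluorescence ratio 0.5 to 1.5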;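 further: 0% = enzyme with DMSO and 100% = no enzyme wells; some results filed as inactive read as strong as hits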
Target sequence (Q9P0U3 419-644 limits assumed): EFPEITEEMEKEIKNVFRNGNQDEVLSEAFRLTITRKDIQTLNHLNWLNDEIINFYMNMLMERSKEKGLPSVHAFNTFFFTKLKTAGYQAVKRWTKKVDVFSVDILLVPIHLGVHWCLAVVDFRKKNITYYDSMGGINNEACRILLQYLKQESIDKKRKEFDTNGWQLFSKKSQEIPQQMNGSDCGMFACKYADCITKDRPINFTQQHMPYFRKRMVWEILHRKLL
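Assay system – human recombinant His6-tagged SENP1 catalytic domain enzyme · Input – SENP1 enzyme, 20 pM final · Buffer or medium – Tris pH 8 buffer plus EDTA, NaCl, BME, BSA, NP40, catalase · Schedule – 50 min reaction at room temperature · Technique – FRET read of cyan and yellow fluorescence · Control set – no-enzyme wells low, DMSO-plus-enzyme wells high control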
* marks the source's active call; other numbers are inactive results; . = no result given. Outcome played no part in choosing rows (roughly 3.6% active in at least one column).

SMILES	SENP8 block-1	SENP7 inh	Apaf1 inhib	HKDC1 inhibitor	PfGluPho inh	SENP6 inh	SENP8 block-2	SENP1 FRET inh
CN(C)c1ncc([N+](=O)[O-])cc1C(F)(F)F	-15	-1	1	-4	15	-4	-16	1
O=C1CCCN1C(=O)COc1ccc([N+](=O)[O-])cc1	4	-4	-3	2	-23	-6	15	3
CC(=O)NC1(c2cccc(F)c2)CCN(C(=O)Nc2ccc(C#N)cc2)CC1	36	3	1	-6	3	1	2	1
CN(CC(=O)Nc1cccc(F)c1)C(=O)c1ccc2c(c1)S(=O)(=O)N=C1CCCCCN12	39	-6	8	-7	0	-14	-2	1
CCN(CC)S(=O)(=O)c1ccc(Oc2ccccc2)c(N)c1	12	3	13	6	-9	-22	0	3
CCOC(=O)N1CCC(N2Cc3cccc(C(=O)Nc4cccc(F)c4)c3C2=O)CC1	9	2	15	-9	5	2	3	1
CC(=O)OCc1cc2cccc(C)c2[nH]c1=O	-63	-4	10	2	3	-7	-10	2
COc1ccc(CN2CCN(C(=O)c3ccco3)CC2)cc1OCc1ccccc1	26	7	-3	-8	-2	14	-3	0
Cc1ccc(NC(=O)NC2CCCCC2)cc1Cl	0	-4	-11	-12	-1	-26	-3	4
COc1c2c(cc3oc(=O)c4c5ccc(O)cc5oc4c13)OC(C)(C)CC2	-258	20	-2	-3	-1	-17	-19	14
COc1cc2c3nnc(-c4ccccc4)c-3cn(Cc3ccccc3F)c2cc1OC	.	8	-10	16	30	7	2	.
O=C(CN1C(=O)C2(OCCO2)c2ccccc21)c1ccc(F)cc1	18	-2	-3	-8	-14	-5	-8	5
CC(=O)C1=C(C)N(CC2CC2)C(=O)N[C@H]1c1ccccc1	10	1	-3	-3	-3	3	9	-1
O=C(O)c1cc([N+](=O)[O-])cc2c1C=Cc1ccccc1O2	20	0	-3	0	0	5	0	3
CCCCn1c(-c2ccoc2C)n[nH]c1=S	12	3	1	7	42	-16	3	-1
Cn1ccs/c1=N\S(=O)(=O)c1ccc(C(C)(C)C)cc1	17	1	15	-3	-28	-18	-7	1
O=C(O)c1ccccc1N/N=C/c1c(Sc2nnnn2-c2ccccc2)nc2ccccn2c1=O	18	-1	-20	2	-14	-3	4	71*
CC(=O)NCCSc1ccc(S(=O)(=O)N2CCCC2)cn1	7	-6	-5	2	6	-5	-6	0
O=C(C1CCCCC1)N(CCN1CCCC1)c1nc2ccccc2s1	14	16	5	0	-4	3	-1	-3
O=S(=O)(CCSc1ccc(C(F)(F)F)cn1)c1ccc(Cl)cc1	8	1	10	-1	8	-1	-6	-2

Complete entries, quoted from the list. Order of values: SENP8 block-1 | SENP7 inh | Apaf1 inhib | HKDC1 inhibitor | PfGluPho inh | SENP6 inh | SENP8 block-2 | SENP1 FRET inh
`O=C(O)c1ccccc1N/N=C/c1c(Sc2nnnn2-c2ccccc2)nc2ccccn2c1=O` is entered as 18 | -1 | -20 | 2 | -14 | -3 | 4 | 71*
`CC(=O)NCCSc1ccc(S(=O)(=O)N2CCCC2)cn1` is entered as 7 | -6 | -5 | 2 | 6 | -5 | -6 | 0
`O=S(=O)(CCSc1ccc(C(F)(F)F)cn1)c1ccc(Cl)cc1` is entered as 8 | 1 | 10 | -1 | 8 | -1 | -6 | -2
`O=C(CN1C(=O)C2(OCCO2)c2ccccc21)c1ccc(F)cc1` is entered as 18 | -2 | -3 | -8 | -14 | -5 | -8 | 5
`CCCCn1c(-c2ccoc2C)n[nH]c1=S` is entered as 12 | 3 | 1 | 7 | 42 | -16 | 3 | -1

(listing goes on)
SMILES	SENP8 block-1	SENP7 inh	Apaf1 inhib	HKDC1 inhibitor	PfGluPho inh	SENP6 inh	SENP8 block-2	SENP1 FRET inh
CC(C)NCC(=O)C12CC3CC(CC(C3)C1)C2	22	1	-3	-3	3	7	1	2
Cc1cccc2cc(CN(Cc3ccc(F)cc3)C(=O)N(C)C)c3nnnn3c12	28	-9	12	2	-13	-11	-12	-4
CSc1cccc(NC(=O)C2CC(=O)N(Cc3ccccc3)C2)c1 (stereo not drawn)	9	2	22	-3	11	8	0	3
COc1ccc(NC(=O)C2CCN(S(=O)(=O)c3c(C)noc3/C=C/N(C)C)CC2)cc1	22	0	-4	-2	10	9	0	1
Nc1ccccc1C(=O)NCc1ccc(F)cc1	-408	6	-10	-2	-1	15	-1	3
Cn1c(CNc2cccc(Cl)c2)nnc1SCC#N	2	3	-4	-5	1	-19	-4	2
N#C/C(=C\c1cccnc1)c1ccc([N+](=O)[O-])cc1	9	-6	-3	-1	4	8	-1	1
O=C(Nc1cccc2ncccc12)c1ccc(F)cc1	8	3	6	-6	-5	14	3	0
Cc1ccccc1OCC(=O)OCC(=O)NCCc1ccccc1	3	12	1	-3	-7	-27	2	4
Nc1c(C(=O)NCCc2ccccc2)nnn1Cc1ccc(Cl)cc1	9	-9	20	-3	2	-18	-12	3
O=C(NC(=S)N1CCN(C/C=C/c2ccccc2)CC1)c1ccc(F)cc1	3	3	-2	-4	-12	-3	6	-3
Cc1cc(C(=O)N2CCCC(N3CCN(c4ccc(F)cc4)CC3)C2)c(C)o1 (stereo not drawn)	6	10	3	-6	5	-8	-14	-2
COCCN1Cc2cccc(C(=O)NCCc3ccccc3)c2C1=O	1	6	10	-3	13	-3	1	-1
CC(C)c1ccc(O)c(NC(=O)c2cccnc2)c1	15	-4	-4	-7	3	-34	-7	0
O=C(NNC(=S)NC(=O)c1ccccc1[N+](=O)[O-])c1ccccc1O	15	2	-2	-28	-44	15	1	0
c1ccc(CN2CCC(N3CCC(N4CCCCCC4)CC3)CC2)cc1	13	5	4	-4	14	9	7	3
O=C1CC(SC2=NCCS2)C(=O)N1c1ccc(Cl)cc1 (stereo not drawn)	-2	5	-13	-12	5	-5	-1	-2
CCN(CC)C(=O)[C@H]1C[C@H](CC(=O)NCc2ccc(OC)c(OC)c2)C(=O)N2CCc3c([nH]c4cc(-c5ccco5)ccc34)[C@]12C	-395	0	28	20	13	.	.	-27
CC(C)(C)c1ccc(COC(=O)CN2C(=O)NC3(CCCC3)C2=O)cc1	6	13	23	1	16	-5	-10	1
CC(=O)N1CCN(c2ccc(NC(=S)NC(=O)c3ccccc3)cc2)CC1	11	7	-13	-6	2	-4	-11	3
CNC(=O)CN1C(=O)c2cccc3cccc1c23	-205	-7	-7	7	-6	-5	23	-15
CC(C)(CN1CCOCC1)NS(=O)(=O)c1ccccc1	10	-12	-12	-9	2	-12	-9	3
CCCC(=O)Nc1ccc(C(=O)NNC(=S)NC(=O)c2cccs2)cc1	-22	4	-10	-5	-49	16	1	2
Cc1cc(C)n2c(SCC(=O)NC3CCCC(C)C3C)nnc2n1 (stereo not drawn)	-28	4	6	-9	-1	8	-3	0
Cc1onc(-c2c(F)cccc2Cl)c1C(=O)NC(C)c1ccccc1 (stereo not drawn)	6	-6	8	-6	-15	-6	-8	-3
CCOc1cc(/C=C/c2nc3ccccc3c(=O)[nH]2)cc(Br)c1OC	.	-1	5	.	.	5	-3	.
COCCN(C(=O)CSc1ccc2c(c1)OCCO2)c1c(N)n(CC(C)C)c(=O)[nH]c1=O	13	-3	-2	-2	-2	2	-5	-1
COc1cc(C)nc(NS(=O)(=O)c2ccccc2)n1	15	1	-8	-3	13	-8	-9	2
Cc1nc(SCC(=O)c2ccc(F)c(F)c2)[nH]c(=O)c1Oc1ccc(Cl)cc1	31	-7	5	3	-25	-15	-3	1
COc1ccc(F)cc1S(=O)(=O)NCC(=O)NCc1cc(=O)n(C)c(=O)n1C	12	-5	0	0	-11	19	7	0
O=C(Cn1nnc(-c2ccc(F)cc2)n1)Nc1ccc2c(c1)OCCO2	8	-1	-11	7	-3	3	4	0
CCN(CC)c1ccc(/C=C2\C(=O)c3ccc(C(=O)O)cc3C2=O)cc1	26	.	.	27	-7	.	.	70
CCc1cccc(NC(=O)COC(=O)c2cc(=O)c3ccccc3o2)c1	8	1	2	-1	0	-9	5	0
O=C(Cn1nnc2ccccc21)NNC(=O)c1ccccc1	20	-5	-26	-6	-7	-8	5	2
CN(C(=O)COC(=O)c1ccc(Cl)c(N)c1)c1ccccc1	-194	-5	5	-11	-1	-12	-12	1
Cc1ccc(Cn2cccc(NC(=O)NC3CCCCC3)c2=O)cc1	-282	-5	14	2	25	-19	0	-2
CC(=O)NC1(C(F)(F)F)C(=O)Nc2c1c(=O)[nH]c(=O)n2CC(C)C (stereo not drawn)	-7	7	-11	-4	-3	-9	3	0
Cc1ccc(S(=O)(=O)N2CCC(NC(=O)C3CCCCC3)CC2)cc1	5	-13	4	8	-13	-14	-3	-1
CC(=O)Nc1ccc(S(=O)(=O)N2CCNC(=O)C2)cc1	3	3	-2	0	12	-11	2	2
COc1ccc(C(=O)CN(C(=O)c2ccc(Cl)cc2)N2C(=O)C3CCCCC3C2=O)cc1 (stereo not drawn)	17	-9	21	-6	-6	-11	-8	2
CCCCC(=O)Nc1ccc(C)c(O)c1	12	9	-5	3	-11	-15	-11	1
CCN(CC)S(=O)(=O)c1ccc(-c2nnc(SCC(=O)Nc3cc(OC)cc(OC)c3)o2)cc1	26	0	4	-7	20	-4	-1	0
Cc1cccc(S(=O)(=O)c2c(C)cc(C)nc2Cl)c1	10	-7	-3	-2	-16	-3	-2	1
CCc1sc(C(=O)Nc2ccc(N3CCOCC3)cc2)cc1C	4	-1	12	-1	13	-14	-13	0
CC(C)c1nnc(NC(=O)C2CCCN2S(=O)(=O)c2ccc(Cl)cc2)s1 (stereo not drawn)	14	4	19	-3	-10	-11	4	-1
CCCSc1ccc([C@@H]2[C@H]3C(=O)N(CC)C(=O)[C@H]3[C@]3(C(=O)OC)CCCN23)cc1	-12	-9	9	-5	19	-6	-16	-1
O=C(Nc1ccc(OC(F)F)cc1)c1cc(S(=O)(=O)N2CCCCC2)ccc1N1CCOCC1	4	-5	25	3	3	-7	-10	0
O=[N+]([O-])c1ccc(N2CCN(Cc3cccc([N+](=O)[O-])c3)CC2)cc1	19	1	-3	0	10	-19	15	-7
O=C(Nc1ccc(S(=O)(=O)N2CCCC2)cc1)c1cccs1	9	2	8	8	-14	-22	-12	2
CC(=O)Nc1ccc(S(=O)(=O)N2CCC(C(=O)NC3CC3)CC2)cc1	3	-1	-4	-3	1	2	5	0
COc1cccc2[nH]c3c(N4CCCCC4)ncnc3c12	-274	-4	-8	-1	17	2	4	-6
CN(C)CCCn1c2c3ccccc3ccc2c2oc(=O)c3ccccc3c21	-481	.	.	16	-9	.	.	-26
O=C(Nc1ccncc1)c1cccc(S(=O)(=O)N2CCOCC2)c1	10	4	3	-4	-2	-8	2	0

Compound activity (PubChem BioAssay)
